PKA-R2B activ: activators of human PKA-R2B complex; P22694+P31323; PKA-R2B holoenzyme dissociation, Cy5-IP20 fluorescence polarization; R2B truncated from residue 108, S112A mutant; 0% DMSO only, 100% 113 µM cGMP; activation, % at 11.4 µM; hit rate 0.079% among 340,000; AID 504700;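 active means activation above a cutoff set at the mean over all compounds plus 3 SD, cut at about 18% in these data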;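 further: higher means more holoenzyme dissociation and a rise in polarization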
PKA-R1A act: activates the PKA-R1A holoenzyme complex | PKA-R1A dissociation, Cy5-IP20 fluorescence polarization; scaled: DMSO 0%, 113 µM cGMP 100% | activation, % at 11.4 µM | hit rate 0.083% among 340,000;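 active means percent activation above the mean of all tested compounds plus 3 SD, cut at about 19% in these data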;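 further: higher means more PKAc released from R1A so a rise in polarization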
MOR-DOR ag: agonists of human mu-delta opioid receptor heterodimerization. P35372+P41143. cells, OPRM1-OPRD1 heterodimerization, luminescence. activation, % at 9.3 µM. hit rate 0.3% among 340,000. AID 504326; in the data active means activation above about 18%;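 further: 0% = vehicle-treated cells and 100% = reference agonist; values of inactives mirror those of a sister screen read the other way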
Target sequence (P35372 whole entry, looked up): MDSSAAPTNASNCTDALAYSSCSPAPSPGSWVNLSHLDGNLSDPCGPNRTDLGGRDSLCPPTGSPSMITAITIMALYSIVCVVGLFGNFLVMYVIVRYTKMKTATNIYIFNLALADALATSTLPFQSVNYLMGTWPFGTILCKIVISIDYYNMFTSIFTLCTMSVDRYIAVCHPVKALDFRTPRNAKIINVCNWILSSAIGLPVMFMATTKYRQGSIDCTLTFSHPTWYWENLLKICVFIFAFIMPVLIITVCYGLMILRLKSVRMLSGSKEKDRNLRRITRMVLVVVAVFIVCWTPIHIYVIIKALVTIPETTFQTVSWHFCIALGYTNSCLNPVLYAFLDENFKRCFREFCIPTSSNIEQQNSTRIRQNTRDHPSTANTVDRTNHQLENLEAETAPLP
Target sequence (P41143 whole entry, looked up): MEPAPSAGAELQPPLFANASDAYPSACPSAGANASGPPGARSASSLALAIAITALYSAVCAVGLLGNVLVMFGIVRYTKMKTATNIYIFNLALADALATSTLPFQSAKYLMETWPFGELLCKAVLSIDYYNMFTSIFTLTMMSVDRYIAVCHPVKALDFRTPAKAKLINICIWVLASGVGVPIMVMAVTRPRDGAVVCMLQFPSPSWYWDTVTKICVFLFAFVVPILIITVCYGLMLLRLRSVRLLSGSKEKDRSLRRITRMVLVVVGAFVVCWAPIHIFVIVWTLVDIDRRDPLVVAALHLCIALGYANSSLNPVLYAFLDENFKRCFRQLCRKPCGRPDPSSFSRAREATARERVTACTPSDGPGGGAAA
V-ATPase pHluor: yeast V-ATPase proton transport regulation by pHLuorin | S. cerevisiae, pHLuorin cytosolic pH fluorescence | response, % at 10 µM | hit rate 0.37% among 350,000 | AID 504577; in the data active means response mostly above about 7.3%, no sharp cut-off; inactive means mostly below about 5.4%; further: actives read high; inactives centre near 0; some compounds called inactive have numbers as strong as hits; reference of the scale not given here
HTR5A inv ag: HTR5A inverse agonism, opioid heterodimer counter-screen. P47898. HTR5A cell line, luminescence. inhibition, % at 9.3 µM. hit rate 0.083% among 340,000; in the data active means inhibition mostly above about 23%, no sharp cut-off; inactive means mostly below about 18%;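 further: 0% = cells with DMSO and 100% = no-cell wells with DMSO; some compounds called inactive have numbers as strong as hits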
DAGLB inhibitor: blocks human DAGLB lipase activity; Q8NCG7; inhibition, % at 5.17 µM; AID 504411; HEK293T DAGLB membrane lysate, EnzChek fluorogenic substrate; hit rate 0.059% among 340,000; in the data active means inhibition above about 34%;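 further: 0% = enzyme with vehicle and 100% = wells lacking enzyme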
HTR5A ag: HTR5A agonism, opioid heterodimer counter-screen; HTR5A agonist assay, luminescence, cell-based; activation, % at 9.3 µM; hit rate 0.61% among 340,000; in the data active means activation mostly above about 9.5%, no sharp cut-off; inactive means mostly below about 7.6%;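 further: 0% = cells with vehicle only and 100% = reference agonist; strong numbers were not always called active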
MOR-DOR inv ag: inverse agonists of human mu-delta opioid receptor heterodimerization; cell-based MOR-DOR heterodimer luminescence, inverse agonism; AID 504357; inhibition, % at 9.3 µM; hit rate 0.21% among 340,000; P35372+P41143; in the data active means inhibition above about 22%, passing the limit was not always enough;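 further: 0% = cells with DMSO and 100% = wells without cells with DMSO; values of inactives mirror those of a sister screen read the other way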
Arr AP2 block: inhibitors of human beta-arrestin and AP2 interaction. FITC-arrestin peptide / GST-AP2 beads, flow cytometry; AP2 beta2 appendage carries R879A mutation. hit rate 0.31% among 340,000. inhibition, % at 10 µM;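 active means inhibition above a set limit, near 3 SD of compounds lacking own fluorescence, cut at about 54% in these data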;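 further: plate controls were DMSO wells for no effect and 5 µM unlabelled arrestin peptide for full effect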
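System: GST-AP2 R879A bound to glutathione beads, E. coli-expressed. Also added: 50 nM FITC-arrestin peptide. Schedule: compound with beads 12 min RT, then probe 1 h RT. Signal: bead flow cytometry, FITC channel. Read-out basis: percent response.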
DSG3 Ab inh: human desmoglein-3 autoantibody binding inhibition | DSG3-coupled beads, scFv-anti-DSG3-GFP binding, flow cytometry; hits give low values | binding (percent of control), % at 10 µM | hit rate 0.48% among 310,000 | AID 588358;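 active means binding more than 3 SD below its plate's average and above zero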;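 further: hits lower antibody fragment binding to DSG3; some compounds called inactive have numbers as strong as hits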
Numbers without * were called inactive; . = no result given. An unsorted share of the library. About 2.4% of those tested had a hit in this group.

[1] CC(=O)NCC(=O)NC(C(=O)Nc1ccc2c(c1)OCCO2)c1ccccc1 (configuration not stated)
[2] C/C(=N/N=C/c1ccccc1O)c1ccccc1O
[3] N#Cc1c(/N=C\c2ccc(O)c([N+](=O)[O-])c2)sc2c1CCCC2
[4] Fc1ccc(-c2cnc(-c3cccs3)o2)cc1
[5] C/C(Cl)=C\Cn1c(O)c(N=NC(N)=S)c2cc(Br)ccc21
[6] COC(=O)C1=C(C(=O)c2ccccc2)C(c2ccccc2)n2nnnc2N1 (configuration not stated)
[7] C[C@H](NC(=O)c1ncn2c1C(=O)NC[C@H]2C)C(=O)OC(C)(C)C
[8] CC(C)c1ccc(NC2CCCN(C(=O)c3ccccc3-c3ncc[nH]3)C2)cc1 (configuration not stated)
compound no.	1	2	3	4	5	6	7	8
PKA-R2B activ	5	0	-8	6	2	-9	-4	7
PKA-R1A act	-9	-1	4	9	0	-8	3	5
MOR-DOR ag	-1.4	-1.5	-0.4	-0.4	-5.8	-3.9	.	0.8
V-ATPase pHluor	1	-20	1	-3	-2	1	1	-3
HTR5A inv ag	-6	-37	11	-14	0	17	.	12
DAGLB inhibitor	-2	-10	1	-7	3	2	2	0
HTR5A ag	1	10*	-2	-3	0	2	.	5
MOR-DOR inv ag	8	7	3	3	30	19	.	-4
Arr AP2 block	2	14	-6	13	10	-8	.	-3
DSG3 Ab inh	95	103	104	107	96	86	.	97

[9] O=C(OCc1ccccc1Cl)c1cc([N+](=O)[O-])ccc1N1CCOCC1
[10] CCOc1ccc(N(C(C)=O)C2C=CS(=O)(=O)C2)cc1 (configuration not stated)
[11] CCOC(=O)C1=C(C)NC(C)=C(C(=O)OCC)C1C(=O)OCC(N)=O
[12] O=[N+]([O-])c1ccc(OCCN2CCNCC2)cc1
[13] Cc1ccc(Nc2cc(C)nc(NCc3ccccc3)n2)cc1
[14] O=C(/C=C/c1ccccc1)Nc1cccc(C(=O)N2CCCC2)c1
[15] O=C(CNc1cccc(S(=O)(=O)N2CCCCC2)c1)Nc1ccccc1F
[16] COc1ccc(CNC(=O)C/C(C)=N/NC(=O)COc2ccccc2)cc1
compound no.	9	10	11	12	13	14	15	16
PKA-R2B activ	-2	-4	3	-10	-11	3	-4	-9
PKA-R1A act	-2	1	-2	4	-13	0	-13	10
MOR-DOR ag	-3.1	-2.6	-0.6	-0.1	8.7	-0.6	0.3	-2.3
V-ATPase pHluor	-2	-4	-2	2	5	1	-3	-3
HTR5A inv ag	1	-19	-6	-16	-41	9	3	-8
DAGLB inhibitor	-4	2	-1	1	0	-1	-1	0
HTR5A ag	2	6	2	6	4	-3	-1	3
MOR-DOR inv ag	16	13	3	1	-55	3	-1	12
Arr AP2 block	-7	-8	-13	6	16	-13	-12	9
DSG3 Ab inh	.	105	121	104	102	97	103	105

Copied from the list.
CCOC(=O)C1=C(C)NC(C)=C(C(=O)OCC)C1C(=O)OCC(N)=O | HTR5A inv ag = -6
Cc1ccc(Nc2cc(C)nc(NCc3ccccc3)n2)cc1 | HTR5A inv ag = -41
CCOc1ccc(N(C(C)=O)C2C=CS(=O)(=O)C2)cc1 (configuration not stated) | Arr AP2 block = -8
O=C(OCc1ccccc1Cl)c1cc([N+](=O)[O-])ccc1N1CCOCC1 | DAGLB inhibitor = -4
COc1ccc(CNC(=O)C/C(C)=N/NC(=O)COc2ccccc2)cc1 | V-ATPase pHluor = -3

Remaining list, next part.
[17] O=c1c2ccccc2nc(/C=C/c2ccc(Br)cc2)n1CCCO
[18] CC1(C)CC(C)(c2ccc(O)cc2O)N(c2cccc(Cl)c2)C(=S)N1 (configuration not stated)
[19] O=C(CN(C(=O)c1nsc(Cl)c1Cl)c1ccc(F)cc1)NC1CCCC1
[20] CCOc1cc(N2CCOCC2)c(OCC)cc1NC(=O)CN1C(=O)NC2(CCCCCCC2)C1=O
[21] O=C(CN(CCc1ccccc1)C(=O)CN1C(=O)COc2ccccc21)NCc1ccco1
[22] O=C(Nc1nnc(-c2ccc(F)cc2)s1)C1CCN(S(=O)(=O)c2ccc(Cl)cc2)CC1
[23] COc1ccccc1NC(=O)c1sc2ncn(Cc3ccc(C)cc3)c(=O)c2c1C
[24] O=C(N/N=C\c1cccc(OC(=O)c2ccco2)c1)c1ccc2c(c1)OCO2
compound no.	17	18	19	20	21	22	23	24
PKA-R2B activ	-1	2	-10	-11	-5	9	-14	-1
PKA-R1A act	-6	3	-9	0	-3	-6	-9	-8
MOR-DOR ag	-0.1	-2.3	-1.8	-1.5	0.2	1.1	1.2	-1.8
V-ATPase pHluor	-1	-2	4	1	3	0	-3	2
HTR5A inv ag	-17	14	1	-6	-22	16	-18	27
DAGLB inhibitor	-6	1	-2	2	2	1	-4	-6
HTR5A ag	4	-5	2	2	-3	-6	3	-10
MOR-DOR inv ag	1	13	11	7	-1	-7	-6	11
Arr AP2 block	-13	-1	-1	3	2	2	8	.
DSG3 Ab inh	91	107	.	95	102	95	97	96

[25] Cc1cc(C)nc(SCC(=O)N(C)CC(=O)Nc2ccccc2Br)n1
[26] O=C(NCc1ccc(Cl)cc1)c1ncn[nH]1
[27] O=C(CSc1ncn[nH]1)Nc1ccc2c(c1)OCCO2
[28] CN(C)/C=C(\C(=O)c1ccc(Cl)cc1)c1nnnn1-c1ccc(Cl)cc1
[29] Cc1ccc(OCC(=O)N(C)CC(=O)Nc2ccccc2Cl)c([N+](=O)[O-])n1
[30] CN(CC(=O)NC(=O)NC1CCCCC1)c1ccccc1
[31] COc1ccc(CN2CNc3nc4ccccc4n3C2)cc1
[32] O=C(Nc1cccc(-c2cscn2)c1)C1CCN(Cc2ccc(CO)o2)CC1
compound no.	25	26	27	28	29	30	31	32
PKA-R2B activ	-13	0	1	-17	6	1	-1	-4
PKA-R1A act	-7	8	10	6	5	-17	-4	-17
MOR-DOR ag	-0.5	-1.4	-1.1	-1.9	-3.3	1.2	-5.3	-4.1
V-ATPase pHluor	-2	2	5	-7	-3	0	-1	2
HTR5A inv ag	0	-12	-18	1	11	-10	-19	-7
DAGLB inhibitor	-1	0	-2	-6	-1	2	2	-1
HTR5A ag	0	0	1	-3	-2	4	7	2
MOR-DOR inv ag	3	8	6	11	13	-5	23	21
Arr AP2 block	5	9	-3	-3	23	-2	-1	-9
DSG3 Ab inh	102	103	92	110	97	99	108	104

[33] Oc1ccc(NC(=S)Nc2ccc(F)cc2)cc1
[34] C=CCNC(=O)NC(=O)COC(=O)COc1ccc(Br)cc1F
[35] CCCCn1c(N)c(N(CC(C)C)C(=O)c2c(-c3ccccc3)noc2C)c(=O)[nH]c1=O
[36] COc1ccccc1OCCNC(=O)c1cccc(S(=O)(=O)N2CC(C)OC(C)C2)c1 (configuration not stated)
[37] Cc1ccc(S(=O)(=O)N2CCCCC2)cc1NC(=O)CCCOc1ccccc1
[38] COc1ccc(-n2nc(C(=O)O)c3ccccc3c2=O)c(OC)c1
[39] CCOc1cc(C(c2c(C)[nH][nH]c2=O)c2c(C)[nH][nH]c2=O)cc(Br)c1OC
[40] N#CCC(=O)Nc1ccc(C(=O)OCC(=O)N2CCN(C(=O)c3ccco3)CC2)cc1
compound no.	33	34	35	36	37	38	39	40
PKA-R2B activ	9	2	3	-8	-6	-4	-8	-11
PKA-R1A act	-4	0	-12	-3	-11	-7	-3	17
MOR-DOR ag	-0.4	-2.8	-1.7	1.9	-0.2	0.2	-1.3	-1.5
V-ATPase pHluor	0	-3	-2	-2	4	0	-1	-1
HTR5A inv ag	2	10	7	3	4	-4	-17	16
DAGLB inhibitor	2	-3	-2	0	-2	-2	4	-1
HTR5A ag	-1	-1	-3	1	-5	2	5	-4
MOR-DOR inv ag	2	14	7	-10	1	-1	6	8
Arr AP2 block	9	15	-4	21	-15	10	7	41
DSG3 Ab inh	126	100	98	109	103	93	97	114

[41] Cc1ccc(OCC(O)Cn2c(NCCc3ccccc3)nc3c2c(=O)[nH]c(=O)n3C)cc1 (configuration not stated)
[42] OC(COc1ccc2c(c1)CCC2)CN1CCN(c2cccc(Cl)c2)CC1 (configuration not stated)
[43] CC(=O)c1ccc(-n2c(C)ccc2-c2ccccc2)cc1
[44] CCOc1ccc(-c2nnn(CC(=O)NCc3ccc(C)cc3)n2)cc1
[45] Cc1cccn2cc(-c3ccc(F)cc3)nc12
[46] COc1ccccc1C(=O)NC(=O)CSc1cccc[n+]1[O-]
[47] COc1cc(NC(=O)c2cc(OC)c(OC)c(OC)c2)c2ncccc2c1
[48] COc1ccc(C(C(=O)NC2CCCC2)N(Cc2cccnc2)C(=O)Cc2cccs2)cc1OC (configuration not stated)
compound no.	41	42	43	44	45	46	47	48
PKA-R2B activ	-5	-22	-1	-3	0	-13	-11	1
PKA-R1A act	0	-2	12	-2	-3	-8	-10	-13
MOR-DOR ag	5.3	1.9	4.1	12	1.8	-1.9	-1.6	-0.1
V-ATPase pHluor	2	-129	4	-2	1	0	8	4
HTR5A inv ag	4	-19	2	0	18	9	-6	-7
DAGLB inhibitor	2	-15	0	-2	0	-1	-3	-1
HTR5A ag	1	3	-1	0	-7	-4	9	-1
MOR-DOR inv ag	-24	-12	-24	-67	-9	9	9	0
Arr AP2 block	1	-3	-2	35	16	-1	-4	5
DSG3 Ab inh	101	105	102	102	102	91	111	.

[49] Cc1cccn2c(=O)c(C=O)c(N3CC(C)OC(C)C3)nc12 (configuration not stated)
[50] COc1ccc(Nc2nc(-c3ccncc3)nc3ccccc23)cc1
[51] CC1=CC(c2ccccc2)n2nc(NC(=O)CCC(=O)O)nc2N1 (configuration not stated)
[52] Cc1ccc(S(=O)(=O)N(C)C)cc1NC(=S)Nc1ccc2cn[nH]c2c1
[53] CCN(CC)Cc1c(C(=O)N/N=C/c2cccc(OCc3cccc(Cl)c3)c2)nnn1-c1nonc1N
[54] CN1CCC(OC(=O)c2cccc(Br)c2)CC1
[55] O=C(NCCc1ccccc1)c1ccc(Cl)nc1
[56] Cc1cc(C)cc(NC(=O)N2CCNC(=O)C2CC(=O)Nc2cc(Cl)ccc2Cl)c1 (configuration not stated)
[57] Cc1cc(Nc2ccc(Br)cc2)n2nc(C)nc2n1
compound no.	49	50	51	52	53	54	55	56	57
PKA-R2B activ	-3	7	-12	3	2	4	-3	-10	-2
PKA-R1A act	9	6	3	5	-4	-2	-6	-12	0
MOR-DOR ag	-1.9	6.2	-1.2	0.2	-0.6	-3.0	-2.2	-0.9	0.1
V-ATPase pHluor	3	0	1	-1	-2	1	0	-2	-1
HTR5A inv ag	-8	-19	-14	-21	12	-12	-12	5	7
DAGLB inhibitor	-2	1	-2	1	-1	2	0	-1	0
HTR5A ag	-7	5	5	7	-2	0	3	-1	-2
MOR-DOR inv ag	10	-28	6	-1	3	14	12	5	0
Arr AP2 block	-12	-3	-9	1	32	1	0	10	4
DSG3 Ab inh	100	96	110	102	.	103	102	.	105

Of the compounds above, two have a COOH group:
[38] COc1ccc(-n2nc(C(=O)O)c3ccccc3c2=O)c(OC)c1
[51] CC1=CC(c2ccccc2)n2nc(NC(=O)CCC(=O)O)nc2N1 (configuration not stated)
compound no.	38	51
PKA-R2B activ	-4	-12
PKA-R1A act	-7	3
MOR-DOR ag	0.2	-1.2
V-ATPase pHluor	0	1
HTR5A inv ag	-4	-14
DAGLB inhibitor	-2	-2
HTR5A ag	2	5
MOR-DOR inv ag	-1	6
Arr AP2 block	10	-9
DSG3 Ab inh	93	110
